Source: PubChem BioAssay
Vif-A3G inh – inhibitors of Vif-APOBEC3G interaction; AID 602310; Potency, µM (series often up to 46.1 µM), inactives show top-dose activity, negative = active, actives largely listed as inhibitors; HeLa A3G-eYFP + Vif (tagged APOBEC3G with the HIV-1 protein that degrades it), YFP fluorescence, overnight; Q9HC16; 410,000 tested, 0.076% active;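 also: potency is read from the fitted curve at half-maximal effect; % is scaled to controls: 0 for no effect and ±100 for the full control effect; nearly all actives have a fitted effect of over 60% in size; hits raise eYFP signal because A3G escapes Vif-driven loss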
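Read-out is eYFP fluorescence (Ex 488/Em 500-530) from Vif-expressing HeLa A3G-eYFP cells; more signal means A3G escaped Vif-mediated degradation. Cells plated overnight, compound pinned in, incubated overnight at 37 deg C.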
Vif-A3F inh – inhibitors of Vif-A3F interaction. HeLa A3F-eYFP + Vif (tagged APOBEC3F with the HIV-1 protein that degrades it), YFP fluorescence increase. AID 602313. Potency, µM (highest dose often 46.1 µM), without a hit: at the top dose activity, negative = active. 390,000 tested, 0.2% active; also: potency is read from the fitted curve at half-maximal effect; % of control where 0% means no effect; nearly all actives have a fitted effect of over 65% in size
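Fluorescence increase (Ex 488/Em 500-530) after overnight compound treatment at 37 deg C flags inhibition of Vif-driven A3F-eYFP loss in stable HeLa A3F-eYFP/Vif cells seeded overnight beforehand.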
LDHA inh – inhibitors of human lactate dehydrogenase A; P00338; purified LDHA, NADH/diaphorase-resazurin fluorescence; active compounds read low; activity change, % (values are at about 110 or 230 µM); 480,000 tested, 0.15% active; AID 1347041; in the data active = activity change below about -30%; inconclusive = mostly about -25% to -30%;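 also: plate controls were DMSO wells for no effect and wells without enzyme for full effect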
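Human LDH5 (2 nM) was incubated with 0.06 mM NADH and 0.2 mM pyruvate for 5 min at room temperature in Tris pH 7.4. Remaining NADH was coupled through diaphorase/resazurin, and resorufin fluorescence was read at 0 and 20 min.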
GRP78 ERSR act – induces the endoplasmic reticulum stress response in human glioma cells; U87-MG GRP78 promoter luciferase reporter, 16 h; Potency, µM, without a hit: at the top dose activation, most hits filed as activators; 420,000 tested, 0.02% active; also: potency is read from the fitted curve at half-maximal effect; series mostly up to about 76 µM; % of control where 0% means no effect; nearly all actives have a fitted effect of over 35% in size
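Stably transfected U87-MG glioma cells carrying a GRP78-based luciferase sensor; 16 h compound incubation. Luminescence end-point read 10 min after Bright-Glo addition at room temperature.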
PI4K2A inh – PI4K2A (human) kinase inhibition; Q9BTU6; purified PI4K2A, ADP-Glo luminescence, 1 h; active compounds read low; activity change, negative = inhibition, % at 76.9 µM; 420,000 tested, 0.13% active; AID 1346378; in the data active = activity change below about -50%; inconclusive = mostly about -30% to -49%;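 also: -100% = wells without enzyme as full effect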
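Compounds are screened against recombinant PI4K2A using PI as substrate and ATP, the latter dispensed at 300 microM. Reactions run one hour at ambient temperature before ADP-Glo detection; full inhibition defined by wells lacking enzyme.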
mIDH1 inhibitor – human IDH1 R132H inhibition; O75874; IDH1-R132H enzyme, NADPH consumption, diaphorase/resazurin fluorescence; Potency, µM (titrated, usually from 76.6 µM), inactives show at the top dose activity change, negative = inhibition, usual class: inhibitors; 390,000 tested, 0.093% active; also: potency is read from the fitted curve at half-maximal effect; % is scaled to controls: 0 for no effect and ±100 for the full control effect; nearly all actives have a fitted effect of over 65% in size
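IDH1-R132H (0.5 ug/mL dispensed) in pH 7.5 Tris buffer was preincubated 30 min with compound, then given a substrate mix of 0.016 mM NADPH and 2 mM alpha-KG for 80 min at room temperature; remaining NADPH was read by diaphorase/resazurin fluorescence.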
USP1-UAF1 inh – blocks the human USP1/UAF1 deubiquitinase complex. Potency, µM (highest dose often 57.1 µM), inactives show top-dose activity change, negative = inhibition, hits mostly inhibitors. 390,000 tested, 0.23% active. AID 743255. recombinant USP1/UAF1, Ub-Rhodamine cleavage fluorescence; also: potency is read from the fitted curve at half-maximal effect; % is scaled to controls: 0 for no effect and ±100 for the full control effect; nearly all actives have a fitted effect of over 60% in size; inactives centre near -12
Target sequence (O94782 whole entry, looked up): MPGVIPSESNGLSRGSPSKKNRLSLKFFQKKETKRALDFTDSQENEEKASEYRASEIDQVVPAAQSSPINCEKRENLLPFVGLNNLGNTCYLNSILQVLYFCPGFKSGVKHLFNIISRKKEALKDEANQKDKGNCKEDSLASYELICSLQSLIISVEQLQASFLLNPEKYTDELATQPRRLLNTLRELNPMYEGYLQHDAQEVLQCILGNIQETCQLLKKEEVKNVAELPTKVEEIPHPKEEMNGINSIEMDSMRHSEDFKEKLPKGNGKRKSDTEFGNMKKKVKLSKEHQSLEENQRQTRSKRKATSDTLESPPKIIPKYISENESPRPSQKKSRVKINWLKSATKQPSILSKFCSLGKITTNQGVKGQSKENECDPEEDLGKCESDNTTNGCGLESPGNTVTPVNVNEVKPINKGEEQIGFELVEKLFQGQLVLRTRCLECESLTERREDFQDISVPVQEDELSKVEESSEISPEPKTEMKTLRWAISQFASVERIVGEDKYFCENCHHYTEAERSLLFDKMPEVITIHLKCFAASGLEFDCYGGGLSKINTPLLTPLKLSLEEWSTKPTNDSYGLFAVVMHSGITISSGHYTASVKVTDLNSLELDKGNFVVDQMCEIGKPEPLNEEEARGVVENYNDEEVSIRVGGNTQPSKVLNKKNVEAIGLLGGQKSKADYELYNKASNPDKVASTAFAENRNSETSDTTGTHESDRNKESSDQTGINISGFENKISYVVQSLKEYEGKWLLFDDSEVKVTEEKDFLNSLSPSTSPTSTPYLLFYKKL
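High-throughput fluorogenic screen: 1nM USP1/UAF1 complex, Ub-Rho substrate 150nM final, 50mM HEPES pH 7.8 with 0.5mM EDTA, 0.1 mg/ml BSA, 1mM TCEP and 0.01% Tween-20.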
TrxR1 substrate – is turned over as a substrate by rat TrxR1. 390,000 tested, 0.01% active. Potency, µM (doses to about 114 µM), for inactives: at the highest dose activity change, negative = substrate turnover. O89049. AID 588456. purified TrxR1 substrate turnover, NADPH consumption readout; also: potency is read from the fitted curve at half-maximal effect; % is scaled to controls: 0 for no effect and ±100 for the full control effect; nearly all actives have a fitted effect of over 50% in size
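Rat TrxR1, dispensed at 90 nM, was prereduced with 400 uM NADPH (final) for 5 min at ~22 deg C, then incubated with compound 15 min before 400 uM selenite. A first-read NADPH fluorescence drop versus no-compound background flagged substrates.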
RXFP1 ag – RXFP1 (human) receptor agonism | HEK293T-RXFP1 cAMP TR-FRET, 30 min; response scale: percent of porcine relaxin response, buffer zero | Q9HBX9 | 370,000 tested, 0.3% active | AID 2676 | Potency, µM (titrated, usually from 57.5 µM), inactives show at the top dose activation, usual class: activators; also: potency is read from the fitted curve at half-maximal effect; % is scaled to controls: 0 for no effect and ±100 for the full control effect; nearly all actives have a fitted effect of over 60% in size; many of its hits are not listed in these tables
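Agonist response is measured as cAMP accumulation in an RXFP1-transfected HEK293T line under PDE4 inhibition. Values are scaled between buffer-only and 29 nM porcine relaxin, and EC50s come from standard Hill equation fits.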
* marks the source's active call; other numbers are inactive results; & = joins results of further samples; [ ] = another dose, or the depositor's remark. Unless noted, calls follow the shape of the dose curve; as a rule, active = well fitted curve in the direction sought with a large enough effect; inconclusive = small, poorly fitted or top-dose-only effect, or another doubt; inactive = no such curve, though single readings can be large; an effect the other way counts as inactive or inconclusive. The list is partial. The share of hits here may be higher or lower than overall.

What do the screens show for `Cc1ccc(C(CC(=O)N2CCCC2)c2ccccc2)c(O)c1` (stereo not drawn)?
Vif-A3G inh: 4%; Vif-A3F inh: -2%; LDHA inh: -2; GRP78 ERSR act: -1%; PI4K2A inh: 4; mIDH1 inhibitor: 22%; USP1-UAF1 inh: -16%; TrxR1 substrate: 4%; RXFP1 ag: -2.0%

How did COc1ccc(CNC(=O)C(C)n2nc(C)c3sc4ccccc4c3c2=O)cc1OC (stereo not drawn) do in these assays?
Vif-A3G inh: 2%; Vif-A3F inh: -4%; LDHA inh: 0; GRP78 ERSR act: -3%; PI4K2A inh: 1; mIDH1 inhibitor: 17%; USP1-UAF1 inh: -6%; TrxR1 substrate: 12%; RXFP1 ag: 27%

How did CCOCCCNC(=O)c1cc(-c2cccnc2)nc2ccc(S(=O)(=O)N3CCC(C)CC3)cc12 do in these assays?
Vif-A3G inh: 3%; Vif-A3F inh: 7%; LDHA inh: 2; GRP78 ERSR act: -9%; PI4K2A inh: 2; mIDH1 inhibitor: 0%; USP1-UAF1 inh: -18%; TrxR1 substrate: 0%; RXFP1 ag: 1.9%

What do the screens show for `O=C(NNc1cccc(Cl)n1)Nc1ccccc1F`?
Vif-A3G inh: -1%; Vif-A3F inh: -9%; LDHA inh: 2; GRP78 ERSR act: -2%; PI4K2A inh: -4; mIDH1 inhibitor: 0%; USP1-UAF1 inh: -22%; TrxR1 substrate: 1%[57.1 µM]; RXFP1 ag: -1.3%

How did COc1cccc(NC(=O)CSc2nc3ccccc3c(=O)n2Cc2cccs2)c1 do in these assays?
Vif-A3G inh: 1%; Vif-A3F inh: -13%; LDHA inh: 2; GRP78 ERSR act: -4%; PI4K2A inh: 6; mIDH1 inhibitor: 1%; USP1-UAF1 inh: -11%; TrxR1 substrate: -4%; RXFP1 ag: 0.9%

What do the screens show for `O=C(COC(=O)C1=Cc2ccccc2OC1)NCc1ccc(F)cc1`?
Vif-A3G inh: 4%; Vif-A3F inh: 2%; LDHA inh: 4; GRP78 ERSR act: 1%; PI4K2A inh: 6; mIDH1 inhibitor: 24%; USP1-UAF1 inh: -10%; TrxR1 substrate: -1%

How did COc1cccc(NC(=S)NCc2ccccn2)c1 do in these assays?
Vif-A3G inh: 1%; Vif-A3F inh: 4%; LDHA inh: 0; GRP78 ERSR act: 4%; PI4K2A inh: 0; mIDH1 inhibitor: 3%; USP1-UAF1 inh: -10%; TrxR1 substrate: 1%; RXFP1 ag: 0.9%

Results for Cc1cc(C)c(C)c(OCCN2CCOCC2)c1 ?
Vif-A3G inh: -6%; Vif-A3F inh: -9%; LDHA inh: -3; GRP78 ERSR act: -3%; PI4K2A inh: 9; mIDH1 inhibitor: -5%; USP1-UAF1 inh: -17%; TrxR1 substrate: 4%; RXFP1 ag: 0.3%

How did CN1N=C(C(=O)Nc2ccc3c(c2)CCC3)CCC1=O do in these assays?
Vif-A3G inh: -7%; Vif-A3F inh: -3%; LDHA inh: -3; GRP78 ERSR act: 2%; PI4K2A inh: -2; mIDH1 inhibitor: 0%; USP1-UAF1 inh: -20%; TrxR1 substrate: -9%; RXFP1 ag: 2.7%

Results for CCc1cc2c(NC(Cc3ccccc3)C(=O)O)nc(C)nc2s1 (stereo not drawn) ?
Vif-A3G inh: 1%; Vif-A3F inh: 9%; LDHA inh: -8; GRP78 ERSR act: -5%; PI4K2A inh: 1; mIDH1 inhibitor: -3%; USP1-UAF1 inh: -3%; TrxR1 substrate: -7%; RXFP1 ag: 7.2%

How did c1ccc2c(N3CCOCC3)nc(N3CCOCC3)nc2c1 do in these assays?
Vif-A3G inh: 2%; Vif-A3F inh: -2%; LDHA inh: 7&-6; GRP78 ERSR act: -4%; PI4K2A inh: -13; mIDH1 inhibitor: 2%; USP1-UAF1 inh: 12%; TrxR1 substrate: 173%[activator]; RXFP1 ag: 0.5%

How did O=C(O)CCc1c2ccc(=O)c(O)c-2oc2c(O)c(O)ccc12 do in these assays?
Vif-A3G inh: 1%; LDHA inh: -9; GRP78 ERSR act: -3%; TrxR1 substrate: -5%

Results for O=[N+]([O-])c1ccc(COc2ccc(-c3[nH]ncc3-c3ccccc3)c(O)c2)cc1 ?
Vif-A3G inh: -2%; Vif-A3F inh: -14%; LDHA inh: -5; GRP78 ERSR act: -9%; PI4K2A inh: 3; mIDH1 inhibitor: 3%; USP1-UAF1 inh: -13%; TrxR1 substrate: -6%; RXFP1 ag: -0.6%

Results for CC(=O)NS(=O)(=O)c1ccc(NC(=O)CCC2CCCC2)cc1 ?
Vif-A3G inh: -5%; Vif-A3F inh: -16%; LDHA inh: 0; GRP78 ERSR act: -4%; PI4K2A inh: 0; mIDH1 inhibitor: 6%; USP1-UAF1 inh: -11%; TrxR1 substrate: -4%; RXFP1 ag: 1.1%

How did COc1cc(N2Cc3ccccc3C2)ccc1C=O do in these assays?
Vif-A3G inh: -2%; Vif-A3F inh: 0%; LDHA inh: -11; GRP78 ERSR act: 4%; PI4K2A inh: -6; mIDH1 inhibitor: 0%; USP1-UAF1 inh: -2%; TrxR1 substrate: -2%; RXFP1 ag: 1.0%

How did NC(=O)c1nsc(C(=O)N(CC(=O)NC2CCCC2)c2cccc(C(F)(F)F)c2)c1N do in these assays?
Vif-A3G inh: -1%; Vif-A3F inh: -17%; LDHA inh: -10; GRP78 ERSR act: -2%; PI4K2A inh: -4; mIDH1 inhibitor: 10%; USP1-UAF1 inh: -4%; TrxR1 substrate: 4%; RXFP1 ag: 2.6%

Results for COc1ccc(OC)c2c(C)cc(N3CCCCCC3)nc12 ?
Vif-A3G inh: -4%; Vif-A3F inh: 11%; LDHA inh: 3; GRP78 ERSR act: -2%; PI4K2A inh: -5; mIDH1 inhibitor: 9%; USP1-UAF1 inh: inconclusive; TrxR1 substrate: 9%; RXFP1 ag: 1.8%

How did CC(=O)COc1cccc2ccc(/C=C/c3ccc(Br)s3)nc12 do in these assays?
Vif-A3G inh: -8%; Vif-A3F inh: -18%; LDHA inh: -2; GRP78 ERSR act: 1%; PI4K2A inh: 3; mIDH1 inhibitor: 11%; USP1-UAF1 inh: -16%; TrxR1 substrate: -1%; RXFP1 ag: 1.1%

What do the screens show for `CN(C)c1c2ccccc2nc2c(F)c(F)c(F)c(F)c12`?
Vif-A3G inh: inconclusive; Vif-A3F inh: inconclusive; LDHA inh: 2; GRP78 ERSR act: inconclusive; PI4K2A inh: 14; mIDH1 inhibitor: 3%; USP1-UAF1 inh: -24%; TrxR1 substrate: 72%[activator]; RXFP1 ag: 3.5%

Results for CC(=O)N1CCc2cc(Br)cc(S(=O)(=O)N3CCN(C(=O)c4ccco4)CC3)c21 ?
Vif-A3G inh: 0%; Vif-A3F inh: -10%; LDHA inh: -5; GRP78 ERSR act: -4%; PI4K2A inh: -4; mIDH1 inhibitor: 8%; USP1-UAF1 inh: 0%; TrxR1 substrate: -10%; RXFP1 ag: 1.8%

Results for CCOCCCNC(=O)CCC(=O)NNc1nc2ccccc2c2nc(C)nn12 ?
Vif-A3G inh: 1%&3%; Vif-A3F inh: -2%&-6%; LDHA inh: 0&-4; GRP78 ERSR act: -4%&-3%; PI4K2A inh: 6&-2; mIDH1 inhibitor: 3%&20%; USP1-UAF1 inh: -11%&-11%; TrxR1 substrate: 4%&11%; RXFP1 ag: 9.1%&1.5%

How did O=C(Nc1ccc(Cl)cn1)c1cccnc1 do in these assays?
Vif-A3G inh: -26%; Vif-A3F inh: -14%; LDHA inh: -4; GRP78 ERSR act: 2%; PI4K2A inh: 5; mIDH1 inhibitor: 4%; USP1-UAF1 inh: -1%; TrxR1 substrate: 4%; RXFP1 ag: 0.1%

Results for CCOc1ccc(NC(=O)COC(=O)c2cc(C)oc2C)cc1 ?
Vif-A3G inh: 2%; Vif-A3F inh: 1%; LDHA inh: -9; GRP78 ERSR act: 0%; PI4K2A inh: -1; mIDH1 inhibitor: 3%; USP1-UAF1 inh: 0%; TrxR1 substrate: -2%

What do the screens show for `COc1ccc(CC(=O)Oc2ccc(C)cc2C)cc1`?
Vif-A3G inh: 1%; Vif-A3F inh: -3%; LDHA inh: -2; GRP78 ERSR act: -2%; PI4K2A inh: 2; mIDH1 inhibitor: 5%; USP1-UAF1 inh: -19%; TrxR1 substrate: -1%; RXFP1 ag: 1.4%

How did CCOc1ncccc1C(=O)N1CCCSC1=Nc1ccccc1OC do in these assays?
Vif-A3G inh: -8%; Vif-A3F inh: 0%; LDHA inh: -10; GRP78 ERSR act: -4%; PI4K2A inh: 1; mIDH1 inhibitor: -9%; USP1-UAF1 inh: -24%; TrxR1 substrate: 2%[57.1 µM]; RXFP1 ag: 0.1%

What do the screens show for `COc1ccc(O)c(C(=O)C2c3ccccc3C(=O)N2c2ccc(C)cc2)c1` (stereo not drawn)?
Vif-A3G inh: -6%; Vif-A3F inh: inconclusive; LDHA inh: 36; GRP78 ERSR act: 16%; PI4K2A inh: -2; mIDH1 inhibitor: 5%; USP1-UAF1 inh: -6%; TrxR1 substrate: 1%[57.1 µM]; RXFP1 ag: 2.9%
